Screens as filed in PubChem BioAssay.
FadD28 FP inh = inhibitors of Mycobacterium tuberculosis FadD28 bisubstrate binding | FadD28 bisubstrate probe binding, fluorescence polarization | hit rate 0.22% among 360,000 | inhibition, % at 12.5 µM | AID 588549; in the data active means inhibition above about 8.5%, passing the limit was not always enough
GDH-TPI counter = GDH-TPI coupled enzyme inhibition counter-screen; GDH-TPI coupled enzyme counterscreen, NADH absorbance; inhibition, % at 4.8 µM; hit rate 1.2% among 360,000; AID 588335; in the data active means inhibition above about 30%;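 further: 0% = DMSO wells and 100% = wells lacking the enzyme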
TcdB GH inh = inhibitors of Clostridioides difficile toxin B glycohydrolase; P18177; TcdB glycohydrolase enzymatic assay, plate reader; inhibition, % at 9.99 µM; hit rate 0.24% among 350,000; in the data active means inhibition above about 10%
BH1578 lux ind = quorum light induction in luxS cqsA deficient V. cholerae; hit rate 0.16% among 350,000; AID 588436; activation, % at 18.7 µM; V. cholerae BH1578 lux reporter, luminescence, 6 h; in the data active means activation mostly above about 9.7%, no sharp cut-off; further: not every result past the cut was called active; inactives centre near 0; reference of the scale not given here
Mtb UGM inh = Mtb UDP-galactopyranose mutase inhibition | inhibition, % at 10 µM | AID 504406 | hit rate 0.06% among 320,000 | P9WIQ1 | purified UGM, fluorescence polarization probe displacement; in the data active means inhibition above about 10%, passing the limit was not always enough
Target sequence (P9WIQ1 whole entry, looked up): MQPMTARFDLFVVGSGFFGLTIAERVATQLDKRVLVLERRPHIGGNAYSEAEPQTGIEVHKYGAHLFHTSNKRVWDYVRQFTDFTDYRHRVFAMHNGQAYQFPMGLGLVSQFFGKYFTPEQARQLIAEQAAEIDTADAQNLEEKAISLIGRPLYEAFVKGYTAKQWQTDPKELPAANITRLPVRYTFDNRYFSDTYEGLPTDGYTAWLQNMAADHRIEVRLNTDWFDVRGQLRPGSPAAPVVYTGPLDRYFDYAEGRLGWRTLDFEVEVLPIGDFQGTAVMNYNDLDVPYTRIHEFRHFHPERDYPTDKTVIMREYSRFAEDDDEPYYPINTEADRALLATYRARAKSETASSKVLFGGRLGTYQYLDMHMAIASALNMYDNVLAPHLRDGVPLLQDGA
PfHsp40 yeast = rescue of PfHsp40-mediated yeast toxicity; S. cerevisiae expressing PfHsp40, growth rescue, ATP luminescence; growth rescue, % at 12.5 µM; hit rate 0.68% among 340,000; AID 504582; in the data active means growth rescue above about 28%, passing the limit was not always enough;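 further: yeast W303a lacking pdr1 and pdr3 grown in galactose medium; growth measured after three days at 30 °C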
FBA Mtb inh = inhibits M. tuberculosis FBA enzyme. P9WQA3. purified M. tuberculosis FBA, fluorescence read-out. inhibition, % at 1 µM. hit rate 2.3% among 360,000; in the data active means inhibition above about 27%;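 further: 0% = vehicle and 100% = reference inhibitor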
Target sequence (P9WQA3 whole entry, looked up): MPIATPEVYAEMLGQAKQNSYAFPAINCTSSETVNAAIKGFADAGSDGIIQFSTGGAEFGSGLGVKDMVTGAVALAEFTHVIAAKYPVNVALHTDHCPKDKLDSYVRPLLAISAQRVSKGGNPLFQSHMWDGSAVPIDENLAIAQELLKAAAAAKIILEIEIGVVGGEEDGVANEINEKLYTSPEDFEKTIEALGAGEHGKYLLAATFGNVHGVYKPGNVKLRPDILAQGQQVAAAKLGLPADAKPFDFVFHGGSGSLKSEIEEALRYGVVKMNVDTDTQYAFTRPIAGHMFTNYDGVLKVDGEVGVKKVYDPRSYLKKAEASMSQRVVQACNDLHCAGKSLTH
Yp Topo-I inh = Y. pestis Topo-I inhibition via cleavage products | Y. pestis Topo-I cleavage product accumulation, plate reader | activity, % at 10 µM | hit rate 0.064% among 360,000; in the data active means activity above about 50%, passing the limit was not always enough; further: inactives centre near 2
BioA inh = BioA (M. tuberculosis) enzyme inhibition | purified M. tuberculosis BioA enzyme, plate reader | inhibition, % at 9.99 µM | hit rate 0.096% among 360,000 | AID 602481; in the data active means inhibition above about 40%
* marks the source's active call; other numbers are inactive results; i = inactive; / = not tested or not shown; + = active, no number.

SMILES	FadD28 FP inh	GDH-TPI counter	TcdB GH inh	BH1578 lux ind	Mtb UGM inh	PfHsp40 yeast	FBA Mtb inh	Yp Topo-I inh	BioA inh
CC(C)[C@H](NC(=O)Nc1ccc(Oc2ccccc2)cc1)C(=O)O	0.3	5.0	/	/	-4.1	-1.3	-1.4	1.1	0.2
Cc1ccc(NC(=S)N(Cc2ccc(Cl)cc2)Cc2ccc(C(=O)O)cc2)cc1Cl	4.3	1.9	-0.3	-0.1	2.2	8.0	-2.0	13.4	10.6
C[C@@H]1CN(c2c(F)c(F)c3c(=O)c(C(=O)O)cn(C4CC4)c3c2F)C[C@H](C)N1	/	4.1	0.6	-1.2	/	0.8	14.8	-9.2	2.3
CC(C)Oc1ccc(C(=O)OCC(=O)NCCNC(=O)COC(=O)c2ccc(OC(C)C)cc2)cc1	-1.0	4.8	-0.7	-0.2	0.5	0.4	1.5	22.4	-1.9
CN(CCc1ccccc1)C1CCCN(S(=O)(=O)CC(F)(F)F)C1 (stereo unspecified)	-3.0	9.8	-0.7	-0.4	2.7	-0.4	-0.2	3.4	-1.7
CN(C)CCCNc1ccc(-c2nn(C)c(=O)c3ccccc23)cc1[N+](=O)[O-]	-2.8	0.3	-1.0	i	-1.8	1.7	-6.4	-5.6	0.1
CCC1(C(=O)OC)CCc2c(cc(OC)c3ccccc23)C1=O (stereo unspecified)	-3.1	3.6	0.9	3.2	5.8	3.9	28.3*	30.6	/
CC(=O)NCC(=O)N1CCCC(C(=O)c2ccc(Oc3ccccc3)cc2)C1 (stereo unspecified)	-2.4	7.3	0.9	-0.2	-2.9	0.4	-3.6	5.6	4.6
COc1ccc(OCC(=O)N2CCN(C(=O)COc3ccccc3)CC2)cc1	-0.9	1.2	/	17.7	1.8	0.6	-3.0	2.8	-0.7
FC(F)(F)c1cccc(Oc2nc(-c3ccccc3)nnc2C(F)(F)F)c1	-1.6	4.6	/	-0.7	-1.0	-0.7	0.1	2.7	/
COc1ccc(-n2cc(-c3ccccc3)c3c(N4CCN(CCO)CC4)ncnc32)cc1	-1.8	0.6	2.5	-0.2	-3.8	-0.2	2.7	14.7	0.7
Cn1c(=O)n(C)c2cc(/C=C3/SC(=O)N(CC(=O)N4CCOCC4)C3=O)ccc21	-2.3	25.1	/	-0.3	1.0	1.0	-1.8	9.4	/
CCCC[C@@H](CNC)NC[C@H](NCCCCC1CCCCC1)C(C)C	-2.3	6.0	0.9	-1.4	-3.3	0.3	1.7	14.4	-1.1
Cc1ccc(C(=O)N/C(=C/c2ccco2)C(=O)O)cc1	-2.0	15.5	/	i	-1.0	-0.8	-4.9	8.5	-0.6
CCCNC(=S)Nc1ccc(Br)cc1	-2.3	0.4	/	3.0	0.5	-0.3	0.0	-2.6	2.6
CCCCCc1cc(=O)oc2c(C(CCN(CC)CC)c3ccc(OC)cc3)c(OC)cc(OC)c12 (stereo unspecified)	-8.6	-4.4	3.1	i	-0.4	-0.2	8.5	-10.1	0.5
COC(c1ccccc1)c1nnc(CCC(=O)N(C)C(C2CC2)C2CC2)o1 (stereo unspecified)	-5.6	-2.3	1.1	i	-4.3	1.6	0.7	-1.7	0.6
O=C(CN1CCC(NC(=O)C2CCCCC2)CC1)NCc1ccco1	3.3	-4.5	2.7	0.2	-1.5	-1.5	3.4	-11.1	/
COC(=O)Cc1nnc(Nc2cccc(C)c2)c2ccccc12	-3.3	27.2	0.8	-0.5	-1.9	0.0	-0.4	-1.6	3.8
Cn1c(=O)[nH]c2nc[nH]c2c1=O	-2.4	-11.1	1.4	i	-2.9	-0.7	-1.2	0.2	-0.5

The closing two records of the part above are carried over, then new ones follow:
SMILES	FadD28 FP inh	GDH-TPI counter	TcdB GH inh	BH1578 lux ind	Mtb UGM inh	PfHsp40 yeast	FBA Mtb inh	Yp Topo-I inh	BioA inh
COC(=O)Cc1nnc(Nc2cccc(C)c2)c2ccccc12	-3.3	27.2	0.8	-0.5	-1.9	0.0	-0.4	-1.6	3.8
Cn1c(=O)[nH]c2nc[nH]c2c1=O	-2.4	-11.1	1.4	i	-2.9	-0.7	-1.2	0.2	-0.5
CCC1(C(=O)c2ccccc2)C(c2cccc([N+](=O)[O-])c2)C1(C(=O)OC)C(=O)OC (stereo unspecified)	-2.4	1.4	0.1	-0.2	-0.6	0.3	1.2	3.8	/
Cc1cc2cc(CNC(=S)NC3CCCCC3)ccc2n1C	-5.7	3.5	-0.1	-0.3	-0.6	-0.3	2.2	4.1	-2.0
O=c1c(=NNc2ccccc2Cl)c(=O)c2ccccc12	-0.5	9.2	0.9	-2.8	/	-0.7	0.1	-2.9	-2.1
COc1ccc(C(C(=O)NC2CCCCC2)N(C(=O)CCl)c2ccc(C)cc2)cc1 (stereo unspecified)	-0.5	12.2	0.6	-0.3	2.7	-0.6	-1.7	6.0	/
O=C(COC(=O)/C=C/c1ccc(OC(F)F)cc1)NCc1cccs1	-3.6	-2.3	-3.6	2.7	-0.2	-0.2	-2.7	7.6	-0.8
COc1cccc(N2CCN(C(=O)C3CCN(C(=O)Nc4ccccc4)CC3)CC2)c1	-1.9	8.8	7.2	-1.3	/	/	0.4	3.2	-1.3
Cc1cccc(CNC(=O)c2cc(S(=O)(=O)N3CCOCC3)cn2C)c1	0.9	-0.8	1.3	0.1	-2.4	-0.2	-1.2	-1.9	-0.1
CC(=O)c1c(C)nn(CC(O)Cn2c3c(c4cc(C)ccc42)CCCC3=O)c1C (stereo unspecified)	-4.0	6.8	/	-0.3	-0.1	3.0	20.2	34.4	0.5
Cc1ccc(CNC(=O)COC(=O)C2CCN(S(=O)(=O)c3cccs3)CC2)cc1	-4.4	-1.9	0.2	-0.2	3.4	0.4	-2.0	11.3	0.4
O=C(c1ccccc1)N1CN2CN(C(=O)c3ccccc3)CC([N+](=O)[O-])(C2)C1	-2.5	-3.4	-0.1	-0.1	-0.8	-2.2	0.8	-9.6	/
O=C(NC1CCCCC1)C(c1ccc(F)cc1)N(C(=O)c1csnn1)C1CCCC1 (stereo unspecified)	-2.4	-7.8	0.6	-0.4	-0.2	-0.3	-0.9	20.4	-0.3
CS(=O)(=O)c1ccccc1C(=O)Nc1cc2c(cc1C(=O)O)OCCCO2	-0.7	14.2	1.2	-3.8	0.5	-1.9	-1.5	0.0	-5.7
Cc1ccc(CN2CCC(n3nccc3NC(=O)CCCc3ccccc3)CC2)o1	0.4	6.8	-0.2	0.6	1.3	0.3	1.8	19.7	0.5
O=C(NCCCO)NC12CC3CC(CC(C3)C1)C2	-3.8	-4.2	/	-0.7	/	-0.1	-2.3	0.5	-1.1
Cc1ccc(S(=O)(=O)N2CCN(C(=O)c3ccc4ccccc4n3)CC2)c(C)c1	-2.4	5.6	-1.8	i	-0.3	0.7	0.4	29.4	0.8
COc1cccc(C(=O)NCCS(=O)(=O)N2CCCC2)c1	-2.3	8.8	1.1	-0.5	1.3	0.8	0.1	3.7	0.1
CCN(CC)S(=O)(=O)c1cc(C(=O)O)c(Cl)cc1Cl	-1.1	-2.5	/	i	-1.5	0.2	-4.3	-1.9	-1.6
CCOC(=O)C1=C(COC(=O)C2(C)CC2(Cl)Cl)NC(=O)NC1c1ccc(OC)cc1 (stereo unspecified)	-4.0	-4.3	1.9	i	3.4	6.5	3.5	23.8	/
Nc1c(S(=O)(=O)c2cc(Cl)ccc2Cl)c2nc3ccccc3nc2n1CCN1CCOCC1	-8.3	19.7	/	i	0.8	1.4	13.4	-9.9	-0.7
O=C(Nc1cc(S(=O)(=O)N2CCOCC2)ccc1N1CCOCC1)c1ccccc1[N+](=O)[O-]	-2.1	15.7	1.1	-0.7	-3.9	-0.6	2.3	-0.7	-1.2
Cc1ccccc1CC(=O)NCc1cccnc1	-0.4	2.6	-13.8	i	1.2	1.0	2.7	-2.2	-1.7
CCC(C(=O)NCC1CCCO1)N(Cc1ccc(F)cc1)C(=O)CNS(=O)(=O)c1ccccc1 (stereo unspecified)	-1.0	2.3	2.4	-0.9	-1.6	-0.8	7.6	0.4	-2.4
CCCCn1c(N)c(N(CCOC)C(=O)C2CCN(C(=O)c3ccc(F)cc3)CC2)c(=O)[nH]c1=O	0.7	4.2	4.3	3.2	0.4	-1.3	3.5	11.1	/
CCOC(=O)c1c(NC(=O)c2ccc(Br)o2)sc(C)c1CC	-2.3	6.0	/	1.1	0.2	1.1	6.2	37.3	/
CCCc1cc(NCCOCCO)n2c(nc3ccccc32)c1C#N	-0.3	15.0	1.2	-0.7	/	/	+	5.6	-0.3
CCn1cc(C(=O)NCCC(=O)OC)c(=O)c2cc3c(cc21)OCO3	-3.8	6.6	1.1	i	0.5	-0.3	2.6	-4.1	-3.2
O=C1C2C3c4ccccc4C(c4ccccc43)[C@@H]2C(=O)N1c1nc(-c2ccccc2)cs1 (stereo partly specified)	-1.1	0.7	-2.1	-0.1	1.9	0.0	0.7	5.8	-0.8
O=C(Nc1cccc(-c2nc3cccnc3s2)c1)c1ccco1	-8.2	5.6	-0.6	i	-0.6	11.0	1.4	1.9	6.4
COc1ccc(Cn2nc(C(=O)O)c3ccccc3c2=O)cc1F	-2.5	7.5	-0.7	i	1.3	-0.5	1.2	13.6	-0.9
CCCc1c(O)nc(SC2CC(=O)N(c3ccc(OC)cc3)C2=O)[nH]c1=O (stereo unspecified)	-1.2	1.3	-0.6	-0.2	1.1	-0.9	2.5	-3.6	/
CCCCNC(=S)Nc1cccc(C(C)=O)c1	-1.9	7.4	/	-0.2	-2.7	0.7	-2.1	4.0	2.5
CCOC(=O)CNC(=O)Cc1ccc(Cl)cc1	-0.9	10.4	-0.1	-0.5	-0.8	-0.3	-1.5	9.3	/
CC1Oc2ccccc2N(CC(=O)NC2CCCC2)C1=O (stereo unspecified)	-1.8	-2.5	1.5	-4.0	3.2	0.4	-1.5	2.5	-0.4
O=C(OCC(=O)N1CCc2ccccc21)c1ccncc1	-0.9	9.9	0.0	0.4	-2.7	0.5	-1.8	2.0	-0.5
CCCC(C)(COC(N)=O)COC(=O)NC(C)C (stereo unspecified)	2.1	4.7	1.3	i	/	-1.0	2.2	15.5	-0.3
COC(=O)C1=C(c2ccc3ccccc3c2)C[C@@H]2CC[C@H]1N2C(=O)NCCCOC(C)C	0.3	8.5	2.0	i	-2.1	0.8	2.8	15.0	0.2
COc1cc(-c2[nH]ncc2CN2CCN(Cc3cccs3)CC2)cc(OC)c1OC	-1.3	-2.5	1.9	-0.2	2.4	-1.4	1.2	10.2	2.8
CCOc1cc2[nH]c(=S)n(Cc3ccc(C(=O)N4CCN(C)CC4)cc3)c(=O)c2cc1OCC	-0.6	12.2	0.4	-3.4	1.2	-0.8	-1.9	-7.3	-1.4
COCc1cc(C2C(C(=O)c3ccco3)=C(O)C(=O)N2CCOCCO)ccc1O (stereo unspecified)	0.2	13.8	0.2	/	0.6	-0.1	-1.6	2.6	-0.3
CCCNS(=O)(=O)c1cc2c3c(c1)C(C)C(=O)N3CCC2 (stereo unspecified)	-3.8	-5.2	0.2	-1.0	-1.3	0.7	-0.6	-7.3	-2.3
CC1=C(C(=O)N(C(C)C)C(C)C)CC(CC(=O)NCCCCc2ccccc2)C(=O)N1Cc1ccc(F)cc1 (stereo unspecified)	-7.6	/	1.9	/	/	/	-3.4	/	4.0
O=C(Nc1nnc(/N=C/c2ccco2)s1)c1ccc(F)cc1	1.6	12.6	/	i	0.6	0.7	0.9	9.4	0.0
O=C(C1CCCCC1)N1CCCC(c2nc(-c3ccc(F)cc3)no2)C1 (stereo unspecified)	-2.4	11.9	/	-0.4	-1.4	0.6	1.3	21.4	/
Cc1ccc(S(=O)(=O)CCC(=O)OCC(=O)Nc2ncc(Cl)cc2Cl)cc1	-1.0	2.8	/	6.7	0.8	0.8	3.3	1.3	0.3
CC(C)c1cc(C(=O)OCC(=O)NC(=O)NCc2ccco2)c(O)c(C(C)C)c1	-1.2	-2.6	1.9	0.1	-0.1	-0.3	1.9	11.7	/
Cc1cc(O)c(C2(O)C(=O)Nc3cc(Br)ccc32)cc1C (stereo unspecified)	-1.1	5.9	1.1	i	1.9	1.8	0.7	0.5	1.2

Quoted from the listing.
Mtb UGM inh result of CC(C)c1cc(C(=O)OCC(=O)NC(=O)NCc2ccco2)c(O)c(C(C)C)c1 is entered as -0.1
FadD28 FP inh result of Cc1ccc(S(=O)(=O)CCC(=O)OCC(=O)Nc2ncc(Cl)cc2Cl)cc1 is entered as -1.0
FadD28 FP inh result of CC1=C(C(=O)N(C(C)C)C(C)C)CC(CC(=O)NCCCCc2ccccc2)C(=O)N1Cc1ccc(F)cc1 (stereo unspecified) is entered as -7.6
